Bioassay records as filed in PubChem BioAssay.
BRCT PPI red = disrupts BRCA1 BRCT binding to phosphoprotein, red fluorophore readout | P38398 | BRCT-phosphopeptide binding, red fluorescence polarization | Potency, µM (highest dose often 76.9 µM), without a hit: at the top dose activity change, negative = inhibition, actives largely listed as inhibitors | actives 0.03% (n = 75,000) | AID 892; further: on the % scale 0 is the no-effect control and ±100 the full control effect
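Rhodamine-labelled pBACH1 10-mer (100 nM) bound to BRCT domain (100 nM) at pH 7.3; compounds incubated 12 min room temperature, polarization read. Free peptide defines full inhibition; unlabelled decapeptide titrated as control.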
Epigenetic mod = epigenetic modulators derepressing GFP locus in mouse cells; mouse C127i GFP locus derepression, cytometry, 30 h; Potency, µM (doses to about 46.1 µM), inactives show top-dose GFP derepression (activation); actives 0.09% (n = 68,000); AID 597; further: % of control where 0% means no effect
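Locus derepression in mouse mammary C127i cells whose integrated CMV-GFP reporter is normally silent; GFP expression after 30 h compound treatment was quantified by counting fluorescent cells.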
USP2a inh = inhibitors of human ubiquitin-specific protease USP2a; actives 0.1% (n = 60,000); Potency, µM (top dose mostly 38.3 µM), for inactives: at the highest dose activity change, negative = inhibition, actives largely listed as inhibitors; O75604; USP2a enzymatic assay, qHTS inhibition; AID 927;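 further: potency means the concentration at half of the fitted maximal effect; nearly all actives have a fitted effect of over 60% in size; plate controls were DMSO for no effect and NEM full inhibition control for full effect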
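USP2 core (20nM final) preincubated 30 min RT with compound, then Ub-PLA2 20nM and NBD C6-HPC 20uM final added; buffer 20mM Tris-HCl pH 8.0, 2mM CaCl2. Fluorescence Ex 460/Em 535 read at 0 and 2.5 h; normalized to NEM.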
CRE-bla Fsk = CRE-bla signaling modulation under forskolin stimulation | CHO CRE-bla reporter (cAMP response element driving beta-lactamase), forskolin EC10, beta-lactamase ratio | Potency, µM (top dose mostly 38.2 µM), for the others: top-dose activity change, negative = inhibition, actives largely listed as activators | actives 2.5% (n = 71,000); active means well fitted activation curve with a large enough effect in the signal ratio, with a control signal flat, not every such curve was filed as active; inconclusive means small, poorly fitted or top-dose-only effect, or effect the other way, or a change in a side signal; the % refers to the signal ratio; further: potency means the concentration at half of the fitted maximal effect; % of control where 0% means no effect
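CRE-bla CHO cells stimulated with EC10 NKH 477 (water-soluble forskolin) and compound titrations, 3 h at 37C; beta-lactamase read with CCF4 after 2 h at room temperature. Activity from 460/530 nm emission ratio, AC50 values for positive or negative modulation.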
UbGFP stabilizer = ubiquitin-GFP accumulation via proteasome inhibition | Ubiquitin-GFP reporter cells, proteasome inhibition, GFP fluorescence; response scale: untreated = 0%, 10 µM MG-132 = 100% | 67,000 tested, under 10 active | Potency, µM (top dose mostly 45.9 µM), for inactives: top-dose activation (GFP accumulation), hits mostly activators; active means well fitted activation curve with a large enough effect, not every such curve was filed as active; inconclusive means small, poorly fitted or top-dose-only effect, or another doubt; inactive means no such curve, though single readings can be large or run the other way; further: potency means the concentration at half of the fitted maximal effect
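Proteasome block read as GFP accumulation: ubiquitin(G76V)-GFP U2OS cells exposed to compound (2.9 nM–46 uM) for 4 hr at 37 C. Normalization used untreated cells as 0% and 10 uM MG-132 as 100%; concentration-response curves fitted.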
Hsp90 Hop PPI = changes Hsp90-Hop TPR2A binding signal, up or down; AlphaScreen TPR2A-His6 binding biotin-Hsp90 C-terminal peptide; actives 0.44% (n = 71,000); Potency, µM (doses to about 57 µM), inactives show top-dose activity change, negative = inhibition; active means well fitted curve in either direction with a large enough effect; inconclusive means small, poorly fitted or top-dose-only effect, or another doubt; further: potency means the concentration at half of the fitted maximal effect; on the % scale 0 is the no-effect control and ±100 the full control effect; many of its hits are not listed in these tables
HADH2 inhib = HADH2 (human) dehydrogenase inhibition; recombinant HADH2, NADH fluorescence, beta-hydroxybutyryl-CoA; actives 3.4% (n = 73,000); AID 886; Potency, µM (titrated, usually from 57.1 µM), inactives show at the highest dose activity change, negative = inhibition, actives largely listed as inhibitors; Q99714; further: potency means the concentration at half of the fitted maximal effect; on the % scale 0 is the no-effect control and ±100 the full control effect; nearly all actives have a fitted effect of over 60% in size; many of its hits are not listed in these tables
Target sequence (Q99714 whole entry, looked up, one chain of several): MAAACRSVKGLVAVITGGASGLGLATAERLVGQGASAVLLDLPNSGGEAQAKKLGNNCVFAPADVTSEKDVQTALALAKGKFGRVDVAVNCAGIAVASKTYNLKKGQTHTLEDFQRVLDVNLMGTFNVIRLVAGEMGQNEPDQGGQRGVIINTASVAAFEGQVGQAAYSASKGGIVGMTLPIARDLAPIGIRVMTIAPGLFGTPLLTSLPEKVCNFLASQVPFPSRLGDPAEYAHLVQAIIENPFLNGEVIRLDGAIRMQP
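Activity measured as NADH fluorescence gain (360/450 nm), taken as the change between first and last reads of a 4-min kinetic run. Conditions: pH 9.0 Tris buffer, 20 nM E. coli-expressed His-tagged enzyme, 1 mM NAD+, 90 uM beta-hydroxybutyryl-CoA; 15-min compound preincubation.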
Pol III holo inh = inhibitors of bacterial DNA polymerase III holoenzyme | reconstituted DNA polymerase III holoenzyme replication, biochemical | Potency, µM (series often up to 57.1 µM), for inactives: at the top dose activity change, negative = inhibition | actives 0.25% (n = 71,000) | AID 603; further: potency means the concentration at half of the fitted maximal effect; on the % scale 0 is the no-effect control and ±100 the full control effect
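Reconstituted *E. coli* holoenzyme (0.35 nM Pol III, 1 nM beta, 154 nM SSB, 2 nM primase) was preincubated with compound for 15 min at RT. Synthesis on 1.4 nM ssM13Gori ran 35 min, then was stopped with PicoGreen/EDTA and read as dsDNA fluorescence.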
BRCT inh green = BRCA1 BRCT-phosphoprotein interaction inhibition | P38398 | BRCA1 BRCT-phosphopeptide binding, green fluorescence polarization | Potency, µM (series often up to 76.9 µM), for inactives: at the top dose activity change, negative = inhibition, actives largely listed as inhibitors | actives 0.05% (n = 75,000) | AID 875;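 further: potency means the concentration at half of the fitted maximal effect; plate controls were peptide without protein for full effect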
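Compounds were incubated for 12 min at room temperature with a complex of 100 nM fluorescein-tagged pBACH1 decapeptide and 250 nM His-tagged BRCT protein. Buffer was phosphate pH 7.3 with EDTA, DTT and Tween 20. Disruption of binding lowers the polarization signal.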
15-hLO inh = blocks human 15-lipoxygenase activity. purified 15hLO-1, xylenol orange hydroperoxide absorbance. Potency, µM (series often up to 57.1 µM), without a hit: top-dose activity change, negative = inhibition, actives largely listed as inhibitors. actives 1.4% (n = 74,000). AID 887; further: potency means the concentration at half of the fitted maximal effect; on the % scale 0 is the no-effect control and ±100 the full control effect; nearly all actives have a fitted effect of over 55% in size
Target sequence (P16050 whole entry, looked up): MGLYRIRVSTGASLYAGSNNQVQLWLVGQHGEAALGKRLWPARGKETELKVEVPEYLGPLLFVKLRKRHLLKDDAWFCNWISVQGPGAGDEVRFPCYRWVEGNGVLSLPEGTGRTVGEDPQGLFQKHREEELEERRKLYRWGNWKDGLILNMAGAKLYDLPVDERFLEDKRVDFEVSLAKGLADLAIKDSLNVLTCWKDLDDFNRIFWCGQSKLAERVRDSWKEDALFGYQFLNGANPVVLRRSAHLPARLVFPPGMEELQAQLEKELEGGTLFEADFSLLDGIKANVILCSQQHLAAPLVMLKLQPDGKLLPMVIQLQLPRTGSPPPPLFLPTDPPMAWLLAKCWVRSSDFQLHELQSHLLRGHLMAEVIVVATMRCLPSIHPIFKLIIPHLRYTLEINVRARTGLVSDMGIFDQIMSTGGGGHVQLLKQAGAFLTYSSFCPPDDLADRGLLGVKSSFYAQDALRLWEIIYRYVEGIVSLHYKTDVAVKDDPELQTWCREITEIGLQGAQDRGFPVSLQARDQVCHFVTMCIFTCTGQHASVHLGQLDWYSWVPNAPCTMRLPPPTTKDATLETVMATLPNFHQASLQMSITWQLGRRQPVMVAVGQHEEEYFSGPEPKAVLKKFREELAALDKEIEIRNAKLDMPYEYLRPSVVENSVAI
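Purified human 15hLO-1 (40 nM) in 25 mM Hepes pH 7.5, 0.01% Triton X-100, preincubated 15 min RT with compound, then 50 uM arachidonic acid for 6 min. Hydroperoxide read by ferrous/xylenol orange, 30 min; 573/405 nm absorbance ratio gave progress.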
HBB splicing = hemoglobin beta splicing modulation. HBB splicing reporter cell assay, activation; EGFP reporter with mutant IVS2-654 intron; response scale: normalised to 500 nM splice-correcting PNA. Potency, µM (top dose mostly 46.1 µM), inactives show at the highest dose activation, hits mostly activators. actives 0.06% (n = 65,000). AID 925; further: potency means the concentration at half of the fitted maximal effect; 0% is about no effect
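HeLa cells stably expressing EGFP interrupted by mutant beta-globin intron 2 (IVS2-654), 500/well in 2% FCS. Treated with compound for 2 days at 37C. Splicing correction scored as total well GFP intensity (488 nm excitation, 500-520 nm emission); 500 nM antisense PNA served as control.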
* hit, by the source's call; ? = inconclusive; · = no result given; [ ] = remark or other dose. Unless noted, the call rests on the fitted dose curve; in most records, active means well fitted curve in the direction sought with a large enough effect; inconclusive means small, poorly fitted or top-dose-only effect, or another doubt; inactive means no such curve, though single readings can be large; an effect the other way counts as inactive or inconclusive. Not all compounds are listed; the hit share may differ from the screen's.

SMILES	BRCT PPI red	Epigenetic mod	USP2a inh	CRE-bla Fsk	UbGFP stabilizer	Hsp90 Hop PPI	HADH2 inhib	Pol III holo inh	BRCT inh green	15-hLO inh	HBB splicing
c1ccc2c(c1)CCCN2Cc1nnnn1CC1CCCO1 (configuration not stated)	-1.0%	-1%	-4%	?	1%	1%	-3%	-5%	-6.3%	-22%	-2.1%
Cc1cc2c(ccc3[nH]onc32)n1	-28%	-2%	16%	-8%	-3%	?	?	-1%	-2.9%	20µM*	-2.6%[57.5 µM]
CCOC(=O)C1CCN(C(=O)Cn2cc(C#N)c3ccccc32)CC1	0.2%	3%	7%	-8%	-1%	-3%	4%	2%	-0.7%	7%	0.1%
Cc1noc(C)c1S(=O)(=O)N1CCC(Cc2ccccc2)CC1	-0.5%	1%	-2%	19%	4%	?	0%	0%	-1.4%	0%	-1.9%
CCOC(=O)C1CCCN(S(=O)(=O)c2c(C)c(C)cc(C)c2C)C1 (configuration not stated)	0.2%	0%	-3%	-17%	-1%	?	-4%	-2%	-1.1%	-5%	-0.2%[57.5 µM]
CCCN(CCC)CCCNC(=O)c1ccc2c(c1)N(CC)C(=O)c1ccccc1S2=O (configuration not stated)	-0.5%	2%	5%	1%	16%	-3%	4%	-14%	-0.5%	1%	-0.6%
O=c1cc(CO)oc(CN2CCN(c3ccccc3)CC2)c1O	-0.6%	0%	6%	?	-2%	-4%	0%	-3%	-1.6%	4%	-3.2%
COc1ccc(C)cc1S(=O)(=O)N(CC(=O)N1CCCC1)c1ccccc1	-0.1%	-3%	10%	?	-3%	-4%	17%	-3%	-2.7%	4%	2.6%
Cc1cc(NCCCn2ccnc2)n2nc(-c3ccc(F)cc3)cc2n1	1.4%	0%	-7%	7%	1%	?	?	0%	-7.9%	21%	-0.1%[57.5 µM]
Cc1nc(N2CCN(Cc3ccccc3)CC2)nc2c1C(=O)CCC2	1.3%	-2%	12%	1%	-6%	-1%	-1%	5%	-3.0%	-4%	0.3%[57.5 µM]
Cc1ccc(NC(=O)N2CCC(NC(=O)c3ccccc3C)CC2)cc1	-0.2%	8%	3%	-7%	-1%	-1%	6%	-8%	-2.2%	?	·
COc1cc2c(cc1OC)C(C(=O)N1CCCC1)C(c1ccccc1F)N(C)C2=O (configuration not stated)	0.0%	0%	13%	3%	-5%	8%	6%	1%	-2.6%	1%	-0.9%
CCCc1[nH]nc2c1C(c1ccc(OC(=O)c3ccco3)cc1)C(C#N)=C(N)O2 (configuration not stated)	-1.1%	-1%	-8%	-7%	-3%	-6%	-5%	-2%	-0.4%	3%	-5.9%
CCOC(=O)c1cccc(NC(=O)CSc2nc3ccccc3c(=O)n2CCOC)c1	-1.1%	1%	32%[activator]	3.2µM*	3%	-1%	3%	1%	0.2%	-5%	-0.4%
Cn1c(=O)c2c(O)cc(=O)n(-c3ccccc3)c2n(C)c1=O	-1.6%	-2%	11%	1%	10%	?	9%	3%	-1.6%	19%	-0.5%
Cn1c(=S)c2[nH]c(SCCCc3ccccc3)nc2n(C)c1=O	-2.6%[15.4 µM]	-3%[9.22 µM]	·	21%[7.6 µM]	-4%[9.17 µM]	-8%[11 µM]	8%[11.4 µM]	-9%[11.4 µM]	-2.3%[15.4 µM]	6%[11.4 µM]	1.1%[9.22 µM]
Cc1ccc(C)c(S(=O)(=O)N2CCN(CC(=O)Nc3cc(C)on3)CC2)c1	-1.8%	-1%	11%	-5%	0%	-1%	-1%	-9%	-2.1%	4%	0.1%[57.5 µM]
Nc1ccc2[nH]cc(CCC(=O)O)c2c1	-1.5%[15.4 µM]	4%[9.22 µM]	·	?	-2%[9.17 µM]	-1%[11 µM]	-23%[11.4 µM]	-6%[11.4 µM]	0.3%[15.4 µM]	-6%[11.4 µM]	4.0%[9.22 µM]
CC(C)n1c(N2CCN(C(=O)N3CCCCC3)CC2)nc2ccccc21	-0.8%	-1%	7%	-1%	-7%	1%	30%	-1%	-4.3%	12%	·
COc1ccccc1CCn1c(=O)c(C)nc2cncnc21	-1.4%	5%[9.22 µM]	99%[activator]	?	-1%	-7%	2%	-8%	-0.6%	0%	1.2%
Cc1cc(C(=O)CSc2nnc(N)s2)c(C)n1CCc1ccc(Cl)cc1	-1.3%	-3%	13%	-8%	4%	-14%	39%[activator]	-4%	1.3%	-27%	0.0%[57.5 µM]
NCCC[C@@H](CC(=O)N[C@@H]1CCCC[C@H]1C(=O)N[C@H](CC(=O)N[C@@H](CCC(=O)O)CC(=O)O)Cc1c[nH]c2ccccc12)NC(=O)C[C@H](Cc1c[nH]c2ccccc12)NC(=O)[C@@H]1CNCC[C@H]1N	·	·	·	-15%	·	-14%	12%	-2%	·	·	-0.3%
CC(C)Sc1nc2c(c(=O)n(C)c(=O)n2C)n1Cc1ccc(Cl)cc1	-0.3%	-1%	-11%	5%	3%	-6%	-4%	-6%	0.7%	-18%	·
COc1ccc(C(=O)NCCc2nnc(SCC(=O)Nc3ccccc3)n2C)cc1	-0.3%	3%	2%	4%	-7%	-1%	1%	-5%	-1.4%	2%	0.0%
COc1cccc(-n2nnc3c(=O)n(Cc4ccc(F)cc4)cnc32)c1	-0.8%	-2%	4%	?	9%	3%	17%	0%	3.7%	-11%	2.3%[1.84 µM]
The results go on.
SMILES	BRCT PPI red	Epigenetic mod	USP2a inh	CRE-bla Fsk	UbGFP stabilizer	Hsp90 Hop PPI	HADH2 inhib	Pol III holo inh	BRCT inh green	15-hLO inh	HBB splicing
CCOc1ccccc1NC(=O)CSc1nnc(CNC(=O)c2ccco2)o1	-1.3%	0%	2%	-7%	-1%	1%	7%	-2%	-2.3%	3%	0.2%
Cc1noc(C)c1-c1nc(N2CCN(C)CC2)c2ccccc2n1	-0.4%	2%[9.22 µM]	31%[activator]	?	-7%	-1%	-12%	-15%	-2.8%	-23%	0.8%
COc1ccc(OC)c(S(=O)(=O)N(C)CC(=O)N2CCc3ccccc3C2)c1	0.1%	3%	6%	-13%	-3%	1%	-1%	-4%	-1.6%	-9%	6.2%
CCn1c(COc2ccc(Cl)cc2)nnc1SCc1ccc(C#N)cc1	1.4%	2%	10%	?	2%	-1%	3%	-4%	-5.2%	1%	-0.6%[57.5 µM]
COc1ccc(OCCCC(=O)Nc2nncs2)cc1	-0.7%	0%	5%	-3%	-1%	2%	-7%	5%	-1.0%	12%	·
CCN(CC)CCn1c(-c2ccccc2)nc2c(NCc3ccccc3)nc(C)nc21	0.1%	·	·	4%	6%	1%	?	2%	-1.6%	-2%	-1.1%
O=C(NCC1CCCO1)C(C(=O)c1ccccc1)n1ccccc1=O (configuration not stated)	0.9%	1%	-3%	-7%	-2%	-6%	-5%	-4%	-5.6%	-3%	-3.5%
c1nc(N2CCCCC2)c2[nH]cnc2n1	-1.6%	·	·	2%	7%	-4%	-6%	-7%	-0.9%	?	0.0%
c1cncc(-c2nc3ccccn3c2Nc2ccc3c(c2)OCCO3)c1	-3.8%	-5%	·	6%	3%	-11%	-7%	-8%	-3.5%	-4%	-1.3%
O=C(c1ccco1)N1CCN(Cc2ccccc2C(F)(F)F)CC1	-0.6%	-4%	2%[7.66 µM]	?	-3%[9.17 µM]	-6%[11 µM]	6%[11.4 µM]	-14%[11.4 µM]	2.1%	-17%[11.4 µM]	-1.4%[0.0738 µM]
Cc1ccc(CC2CC(=O)N(c3cc(C)on3)C2=O)cc1 (configuration not stated)	-0.7%	-6%	·	0%	-9%	-3%	0%	2%	-0.4%	6%	0.7%
CCOC(=O)C1C(=O)NC(N2CCc3ccccc32)=NC1c1ccccc1 (configuration not stated)	0.0%	-3%	2%	1%	3%	0%	3%	-5%	0.8%	4%	-0.5%
